mcGAS inh: inhibitors of mouse cGAS; Q8C6L5; recombinant cGAS, Kinase-Glo ATP depletion luminescence; inhibition, % at 12.5 µM; 160,000 tested, 0.15% active;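 note: 0% = negative control wells and 100% = reference inhibitor with no enzyme activity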
NPYLR7 agonist: mosquito NPYLR7 agonism. HEK293T NPYLR7/Galpha15, GCaMP6s calcium fluorescence. activation, % at 10 µM. 270,000 tested, 0.15% active. AID 1259423; in the data active = activation above about 40%;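 note: 0% = vehicle and 100% = reference agonist at the receptor; some compounds past the cut are filed as inactive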
hcGAS lum: blocks human cGAS activity | recombinant h-cGAS, ATP depletion, Kinase-Glo luminescence | inhibition, % at 12.5 µM | Q8N884 | 290,000 tested, 0.081% active;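 note: 0% = vehicle reaction and 100% = reaction without DNA for no activity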
Target sequence (Q8N884 whole entry, looked up): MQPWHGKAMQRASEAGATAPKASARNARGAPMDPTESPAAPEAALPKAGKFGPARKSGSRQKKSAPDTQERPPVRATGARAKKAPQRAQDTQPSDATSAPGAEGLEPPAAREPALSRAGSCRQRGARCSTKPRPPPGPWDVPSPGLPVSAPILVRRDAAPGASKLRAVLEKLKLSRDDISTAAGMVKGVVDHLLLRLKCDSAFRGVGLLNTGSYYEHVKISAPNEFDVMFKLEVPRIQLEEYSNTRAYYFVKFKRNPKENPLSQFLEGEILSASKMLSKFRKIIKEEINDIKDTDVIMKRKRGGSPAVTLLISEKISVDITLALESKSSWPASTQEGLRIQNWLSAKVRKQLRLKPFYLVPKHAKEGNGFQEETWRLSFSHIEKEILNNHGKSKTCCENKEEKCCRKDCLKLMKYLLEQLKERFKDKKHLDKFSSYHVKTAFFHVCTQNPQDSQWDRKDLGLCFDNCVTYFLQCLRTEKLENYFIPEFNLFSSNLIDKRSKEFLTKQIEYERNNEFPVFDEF
* = called active by the depositor; nt = no result given; & = joins results of further samples. Cut-off read from the data, not from the text of the source, unless noted: active = inhibition above about 40%; inactive = the rest. Not a hit list; about 0.26% have a hit in one of these screens.

SMILES	mcGAS inh	NPYLR7 agonist	hcGAS lum
CCOC(=O)C1=C(C)N(C)C(=S)NC1c1ccc(NC(=O)Nc2cccc3ccccc23)cc1 (stereo not given)	-4.5	4.5	-3.8
CN(C)S(=O)(=O)c1cc(C(=O)N2CCC23CCC3)ccc1Cl	nt	-5.6	-10.0
CS(=O)(=O)c1cccc(C(=O)N(CCCN2CCOCC2)c2nc3ccc(F)cc3s2)c1	-7.8	-6.1	-6.0
Cc1ccc(C)c(C(C)NC(=O)Cc2nc(-c3ccncc3)n[nH]2)c1 (stereo not given)	nt	7.9	-5.4
O=C(C1CCN(c2ncnc3sccc23)CC1)N1CCCCCC1	nt	8.5	-7.4
C=CCN=C(NC(=O)c1cccs1)OCC	-3.9	9.2	-3.6
CCN(Cc1ccncc1)C(=O)c1ccc(-c2cccc(C(F)(F)F)c2)s1	-6.2	23.8	0.5
COCC(NC(=O)NC1CC(C)N(c2ccccc2)C1)c1ccco1 (stereo not given)	nt	-6.7	7.7
CCc1cc(=O)n(CC(=O)Nc2cccc(C)c2)c(-n2nc(C)cc2C)n1	-8.6	0.1	-5.9
COc1ccc(NC(=O)NCc2nnc(SCc3ccccc3C)n2-c2cc(Cl)ccc2Cl)cc1	-3.5	3.7	-3.6
CCOC(=O)C1=C(C)NC2=C(C(=O)CC(C)(C)C2)C1c1coc2ccccc2c1=O (stereo not given)	-3.4	-3.0	-2.9
COc1cc(OC)cc(C(=O)NCc2nnc(SCc3ccc(F)cc3)n2-c2ccc([N+](=O)[O-])cc2)c1	-4.7	19.0	-10.1
CCOc1ccc2ccccc2c1C(=O)NCc1nnnn1-c1ccc(C)c(C)c1	-8.5	14.7	-5.1
COCCN(Cc1ccsc1)CC(O)COc1ccccc1C (stereo not given)	-3.3	18.4	-2.4
CCc1nc2c(OCc3ccc(Cl)cc3)cccn2c1N(C)C(=O)C(C)C	-2.4	5.9	-4.0
CCCCNC(=O)COC(=O)c1ccc(S(=O)(=O)N2CCCCCC2)cc1	nt	2.6	2.9
Cc1ccc(C(=O)N2CCN(c3ccc(Br)cc3)C(=O)C2C)cc1 (stereo not given)	-5.1	-0.3	-5.4
Nc1n[nH]c(Cc2ccccc2)n1	nt	-9.8	-1.0
O=C(NC1CCN(c2ccc(OC(F)(F)F)cc2)CC1)N1CCC1	nt	0.3	-6.4
Cc1nn(C)c(C)c1-c1ccnc(NCc2ccc3c(c2)n(C)c(=O)n3C)n1	nt	-0.7	-4.8

Single records, from the list above. Values in the order: mcGAS inh, NPYLR7 agonist, hcGAS lum
CCN(Cc1ccncc1)C(=O)c1ccc(-c2cccc(C(F)(F)F)c2)s1 across the screens: -6.2, 23.8, 0.5
CN(C)S(=O)(=O)c1cc(C(=O)N2CCC23CCC3)ccc1Cl across the screens: nt, -5.6, -10.0
Cc1ccc(C)c(C(C)NC(=O)Cc2nc(-c3ccncc3)n[nH]2)c1 (stereo not given) across the screens: nt, 7.9, -5.4
COc1ccc(NC(=O)NCc2nnc(SCc3ccccc3C)n2-c2cc(Cl)ccc2Cl)cc1 across the screens: -3.5, 3.7, -3.6
Cc1nn(C)c(C)c1-c1ccnc(NCc2ccc3c(c2)n(C)c(=O)n3C)n1 across the screens: nt, -0.7, -4.8

More entries:
SMILES	mcGAS inh	NPYLR7 agonist	hcGAS lum
Cc1cccc(C(=O)Nc2cccc(S(=O)(=O)N3CCOCC3)c2)c1	nt	-6.2	-9.3
COc1ccccc1C(=O)Nc1ccc(-c2c(C(C)C)[nH]n(-c3ccccc3C)c2=O)cc1	-6.8	26.0	-3.5
CCn1nc(-c2nn3c(C(C)C)nnc3s2)cc1C	-5.0	-0.8	-3.0
O=C1CCC(C(=O)N2CCCC(CCc3ccc(F)c(F)c3)C2)=NN1 (stereo not given)	nt	3.9	-7.5
Cc1ccc(C(=O)NCC(c2ccc(F)cc2)N2CCOCC2)s1 (stereo not given)	nt	-14.6	-12.0
CCN(CC(=O)Nc1nc(C2CC2)no1)Cc1ccc(Cl)s1	nt	11.6	-4.6
CCCOc1ccc(C(F)(F)F)cc1NCc1ncc(C)o1	-18.1	3.6	-4.7
CCOc1ccc(C(O)=C2C(=O)C(=O)N(CCN(C)C)C2c2cccc(OC)c2OC)cc1 (stereo not given)	-2.7	-1.8	1.0
CCOC(=O)Cc1c(C)nc2ncnn2c1N1CCN(c2ccc(C(F)(F)F)cc2)CC1	-6.7	27.7	-3.0
Cc1cc(C)c2c(n1)sc1c(N3CCOCC3)ncnc12	-2.4	-0.2	-8.4
O=S(=O)(Nc1ccc2nc(-c3cccc(C(F)(F)F)c3)nn2c1)C1CC1	-7.0	13.3	-2.2
Cc1cc(C)n(C(C)c2n[nH]c(Cc3ccccc3)n2)n1 (stereo not given)	nt	3.8	-2.4
Cc1nonc1OCCCNc1ccc([N+](=O)[O-])cc1	-6.8	-8.8	-3.3
CC(C)COc1nc(-c2ccccc2F)n(-c2ccc(NC(=O)c3cccc([N+](=O)[O-])c3)cc2)n1	-4.6	14.0	-11.0
Cc1cc2nc(CSc3nc4sc5c(c4c(=O)n3C)CCCC5)cc(=O)n2o1	-3.8	7.9	-7.8
COc1ccc(Nc2nc(N)c([N+](=O)[O-])c(N3CCC(C)CC3)n2)cc1	nt	6.7	-5.7
COc1cc(CNC(=O)c2cc(F)cc(F)c2)ccn1	-8.4	7.6	-10.0
Cc1cccn2c(=O)nc(SCC(=O)NCc3ccc(F)cc3)nc12	nt	7.9	-9.0
Cc1cc(N)n(CCO)n1	nt	3.3	-2.5
CCc1ccc(S(=O)(=O)N2CCN(c3nc(C)cc(Nc4ccccc4)n3)CC2)cc1	nt	9.0	-10.1

Random excerpt: 2 entries already listed
SMILES	mcGAS inh	NPYLR7 agonist	hcGAS lum
CCOC(=O)Cc1c(C)nc2ncnn2c1N1CCN(c2ccc(C(F)(F)F)cc2)CC1	-6.7	27.7	-3.0
O=C1CCC(C(=O)N2CCCC(CCc3ccc(F)c(F)c3)C2)=NN1 (stereo not given)	nt	3.9	-7.5

(list continues)
SMILES	mcGAS inh	NPYLR7 agonist	hcGAS lum
CNS(=O)(=O)c1ccc(CCc2nn3c(C(C)C)nnc3s2)cc1	nt	-1.2	-5.7
Cc1cccc(NC(=O)N2CCCC(CNC(=O)c3ccccc3Cl)C2)c1C (stereo not given)	-3.3	1.0&-1.3	-5.4&-1.2
CCc1cc(S(=O)(=O)NCc2ccco2)ccc1OC	-4.9	3.0	-1.4
COCCNC(=O)C(NC(=O)c1cccs1)C1CCN(C(=O)Cc2ccccc2)CC1 (stereo not given)	-6.8	18.4	-2.9
CC(C)N(C)Cc1ccc(CN)cc1	-6.8	-2.5	-10.2
CC(=O)N1CCN(CCOc2ccc(C3CCN(C4=Nn5c(nnc5C(F)(F)F)CC4)CC3)cc2)CC1	-2.4	-5.7	-1.6
CC(NC(=O)C1=NN(c2ccccc2)C(=O)CC1)c1ccc(C#N)cc1 (stereo not given)	nt	1.5	-2.8
CC1CN(C(=O)CSc2nc3ccccc3c(=O)n2Cc2ccco2)CC(C)O1 (stereo not given)	nt	2.4	-0.5
CCCn1c(C)c(C)n2c3c(=O)n(CCN4CCOCC4)c(=O)n(C)c3nc12	nt	-0.7	-8.9
CCN(CC)CCN(C(=O)c1cccc(N2C(=O)CCC2=O)c1)c1nc2c(F)cc(F)cc2s1	-7.9	3.0	-6.5
COc1ccc(C(=O)N2CCSC23CCN(C(=O)c2ccc(C(C)(C)C)cc2)CC3)cc1	-6.3	16.1	-3.2
O=C(c1ccc2c(c1)OCO2)N1CCC2(CCCN(CC3CCC3)C2=O)C1 (stereo not given)	nt	-3.7	3.4
COc1cccc(CNC(=O)C2CCN(C(=O)[C@@H](Cc3ccccc3)NC(=O)c3cc(C)nn3C)CC2)c1	-7.3	-3.4	-4.6
CCN(C(=O)Nc1ccccc1C(F)(F)F)C(C)c1nc2ccccc2c(=O)n1-c1ccc(C)cc1C (stereo not given)	-4.8	3.5	-8.4
O=C(C1CC2CCCCC2N1C(=O)c1ccc(F)cc1)N1CCN(c2ccccc2)CC1 (stereo not given)	-6.3	0.6	-1.6
CCOCCCN(CC(=O)N(CCc1ccccc1)Cc1ccc(C)o1)Cc1ccc(C(F)(F)F)cc1	-8.6	nt	-2.9
COc1ccccc1CN(CCc1c[nH]c2ccccc12)C(=O)CN(C(=O)c1ccc(Cl)cc1)C(C)C	1.0	nt	0.6
Clc1ccc(C2CC(c3ccc(Cl)cc3)n3nnnc3N2)cc1 (stereo not given)	-2.5	1.4	-5.1
C=CCCC(O)(CCC=C)c1ccc(CN(Cc2ccccc2)C2CC2)o1	-5.4	-2.1	-2.5
C=CCN(Cc1ccccc1C)C(=O)CCC1CCCN(C)C1 (stereo not given)	-14.3	7.9	-2.4
COc1cc(CNC(=O)NCc2ccc3c(c2)OCCO3)cc(OC)c1OC	nt	7.3	2.5
OCC1(Cc2cccc(C(F)(F)F)c2)CCN(Cc2ccc3nonc3c2)CC1	nt	2.0	-7.7
CCOc1nn(CC)cc1-c1nnc(SCc2cccnc2)n1C	-0.5	-1.7	-2.8
O=S1(=O)CCC(n2nc(-c3ccccc3)cc2NS(=O)(=O)c2ccccc2)C1 (stereo not given)	-7.7	0.2	-4.1
COCCn1c(=O)c2c(nc3n(-c4ccc(OC)cc4)c(C)c(C)n23)n(C)c1=O	-5.9	4.6	2.0
CCc1nn(Cc2ccccc2)c(CC)c1C(=O)N(C)Cc1ccccc1	-4.8	25.2	-6.2
COCc1nc(C)c(CNC(=O)CC2CCc3ccccc32)s1 (stereo not given)	nt	-4.1	0.1
Cc1ccc(-n2c(-c3ccc(F)cc3)cc(C(=O)N3CCN(C(=O)c4ccco4)CC3)c2C)cc1	-7.6	nt	-6.0
COc1ccccc1/C=C/C=C1N=C(/C=C/c2ccccc2)OC/1=O	2.1	-8.5	0.8
O=C(C1CCCO1)N1CCOc2c(O)cc(-c3csc4ccccc34)cc2C1 (stereo not given)	nt	11.2	-11.4
Cc1cccc(C)c1C(=O)N1CC[C@@](C)(O)[C@@H](Cc2ccccc2)C1	nt	2.3	-5.1
COc1ccc(-c2cc(-n3cccn3)ncn2)c(-n2cccn2)c1	nt	-3.0	1.6
CC(C)C(C)(C#N)NC(=O)CSc1nnc(C(F)(F)F)n1C (stereo not given)	nt	-0.3	-11.7
O=C(CCOc1ccccc1)N1CC[C@H]2[C@H](CCCN2C(=O)Cc2ccc(F)c(F)c2F)C1	-11.6	27.3	-4.6
COC(=O)C[C@H]1C(C)(C)[C@@H](OC(C)=O)[C@@H]2CC3=C4CC(=O)O[C@@H](c5ccoc5)[C@]4(C)CCC3[C@@]1(C)C2=O (stereo not given in full)	0.6	nt	0.1
CC(C)n1c(CN2CCN(c3ccccc3)CC2)nc2c1c(=O)n(C)c(=O)n2C	-2.6	-1.1	-4.4
CS(=O)(=O)c1ccc(CN2CCCC3(C2)C(=O)Nc2ccccc23)cc1 (stereo not given)	3.0	-5.1	1.9
C=CCO[C@H]1[C@H](NC(=O)COC)c2ccccc2C12CCN(C(=O)c1ccccc1SC)CC2	-1.7	-9.0	1.0
Clc1ccc(-c2c[n+]3c(n2-c2ccccc2)SCC3)cc1	nt	5.3	-5.7
COc1ccc(Br)cc1S(=O)(=O)NCCSC1Sc2ccccc2NC1=O (stereo not given)	nt	-6.2	-5.8
CC(C)=CCC/C(C)=C/C(=O)N1CCC(O)(Cc2ccccc2)CC1	nt	-7.9	-5.7
CCCCN(Cc1cccn1C)C(=O)CN(CCCOCC)C(=O)/C=C/c1ccccc1	-4.1	nt	-7.3
CN(C)c1ccc(S(=O)(=O)N2CCCCC2)cc1NC(=O)C1COc2ccccc2O1 (stereo not given)	nt	2.3	-8.3
Cc1ccc(C)c(C=Cc2noc(C)c2[N+](=O)[O-])c1	nt	2.0	-4.1
CCOC(C)C(=O)Nc1[nH]ncc1-c1cccc(Cl)c1 (stereo not given)	nt	-8.6	0.6
CC(=O)Nc1ccc(NC(=S)NC(NC(=O)/C=C/c2ccccc2)C(Cl)(Cl)Cl)cc1 (stereo not given)	-7.4	-0.3	-7.0
O=C(NCCc1c[nH]c2ccccc12)c1cccnc1Nc1cccc(C(F)(F)F)c1	-5.0	-7.3	-7.5
NC(=S)N/N=c1\oc2ccccc2cc1-c1nc2ccccc2[nH]1	nt	-5.3	-2.3
CN1C(=O)c2cc(NS(=O)(=O)C3CCCCC3)ccc2Oc2ccccc21	nt	4.6	-5.4
Cc1cccnc1CN1CCN(c2ccnc(C(=O)NC3CC3)c2)CC1	nt	0.5	-2.3
CN1CCN(n2c3c(c(SCC(=O)NCc4ccco4)nc2=O)CCCC3)CC1	-8.1	-3.1	-8.2
Cn1ccn2ncc(C(=O)O)c12	-7.6	1.0	-3.1
O=C(NCc1cn2ccccc2n1)C(=O)Nc1cc(Cl)ccc1F	nt	2.9	-3.6
CC(=O)Nc1cccc(CN2CCN(C(C#N)c3ccccc3)CC2)c1 (stereo not given)	nt	-21.2	-4.5
COCCN1C(=O)N(C2Cc3ccccc3C2)C(=O)C12CCN(Cc1cc3ccccc3o1)CC2	-12.2	1.5	-2.9
COC(=O)C1CCN(C(c2ccccc2Cl)C2Sc3nc(C)nn3C2=O)CC1 (stereo not given)	-1.2	1.0	1.0
CN(C)c1nc2c(c(=O)[nH]1)CCN(C(=O)c1[nH]ncc1Cl)C2	-10.8	4.0	-0.6
O=C(COc1ccc(Cl)cc1Cl)NCc1nnc(SCC(=O)Nc2nccs2)n1-c1cccc(Cl)c1	nt	-7.6	-7.3
CN1CCN(C)C(c2n[nH]c(=S)n2-c2ccccc2Br)C1 (stereo not given)	nt	-9.4	-0.5

Results in mcGAS inh and NPYLR7 agonist, for some of the entries so far:
SMILES,mcGAS inh,NPYLR7 agonist
CCOc1nn(CC)cc1-c1nnc(SCc2cccnc2)n1C,-0.5,-1.7
O=S1(=O)CCC(n2nc(-c3ccccc3)cc2NS(=O)(=O)c2ccccc2)C1 (stereo not given),-7.7,0.2

Screening results as filed in PubChem.
